GAA glycogen – qHTS Assay for Inhibitors and Activators of Human alpha-Glucosidase Cleavage of Glycogen; Lysosomal alpha-glucosidase (Homo sapiens), P10253; recombinant GAA, glycogen substrate, Amplex Red glucose oxidase fluorescence; Potency, µM (doses to about 76.4 µM), for inactives: top-dose activity change, negative = inhibition, actives largely listed as inhibitors; hit rate 0.38% among 300,000; AID 2100, 2009; active = well fitted inhibition curve with a large enough effect; inconclusive = small, poorly fitted or top-dose-only effect, or another doubt; inactive = no such curve, though single readings can be large or run the other way;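 note: 0% = full enzyme reaction and -100% = no-enzyme basal signal; the screen sought inhibitors and activators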
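Recombinant human enzyme (4 nM); glycogen substrate; 37 C, 40 min, pH 5.0. Readout: coupled glucose oxidase/Amplex Red fluorescence.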
Starred values were filed as active, the others as inactive; ? = inconclusive; & = joins results of further samples; [ ] = remark or other dose. Potency is the fitted concentration of half-maximal effect. The list is partial. The share of hits here may be higher or lower than overall.

SMILES	GAA glycogen
CCc1ccc(CNC(=O)c2ccc(CS(=O)c3ccc(Br)cc3)o2)cc1 (stereo not drawn)	3%[76.3 µM]
Cc1ccc(C(=O)N2CCC(n3nccc3NC(=O)c3ccccc3C)CC2)cn1	-3%[76.3 µM]
COc1ccc(CN2CCNC(=O)C2CC(=O)N(C)Cc2nc(C)cs2)c(OC)c1 (stereo not drawn)	3%[76.3 µM]
CCc1cccc(C)c1N1C(=O)CN(Cc2ccccc2)C1=S	4%
Cc1ccccc1NC(=O)Cc1nc(COC(=O)c2ccc(O)cc2O)cs1	1%[76.3 µM]
COc1ccc(Cl)cc1NC(=O)CSc1nc(N2CCOCC2)nc(N2CCOCC2)n1	-11%[76.3 µM]
O=C(NC1CCN(C(=O)Nc2ccc(F)cc2)CC1)c1cccc(F)c1	-1%
Cc1[nH]c(=O)[nH]c(=O)c1S(=O)(=O)Nc1cccc(C(F)(F)F)c1	0%
Cc1ccc(NS(=O)(=O)c2ccc3nc(-c4ccccc4)[nH]c3c2)c(Cl)c1	12%[76.3 µM]
Cc1nc2sc(C(N)=O)c(N)c2c(-c2ccc(Br)cc2)c1C(=O)Nc1ccc(Cl)cc1	-6%[76.3 µM]
COc1ccc(CCNC(=O)c2c(O)c3ccccc3n(C)c2=O)cc1	4%[76.3 µM]
CC1Sc2ccc(S(=O)(=O)CCC(=O)N(C)Cc3ccccc3)cc2NC1=O (stereo not drawn)	-2%[76.3 µM]
C[C@H]1CN=C(Nc2ccccc2)N1CCCC1CCCCC1	13%[76.3 µM]
Nc1ccc(S(=O)(=O)Nc2nccc(/C=C/c3ccc([N+](=O)[O-])cc3)n2)cc1	6%[76.3 µM]
Cc1cccc(NC2CCCCC2NS(=O)(=O)c2ccccc2)c1 (stereo not drawn)	9%[76.3 µM]
CN(C)c1ccc(/C=N/OC(=O)Nc2ccccc2)cc1	3%
O=[N+]([O-])c1cnc(Nc2ccc(Cl)cn2)c([N+](=O)[O-])c1	-12%[76.3 µM]
CC(C)(C)c1cc(NS(=O)(=O)c2ccc(Br)s2)no1	-2%[76.3 µM]
COc1cc(CN(C(=O)c2ccccc2[N+](=O)[O-])c2ccccn2)cc(OC)c1OC	21%[76.3 µM]
Cc1ccc(OCCCn2c(-c3ccc(Cl)cc3)nc3ccccc3c2=O)c(C)c1	-7%[76.3 µM]
CC(=O)N1N=C(c2ccc([N+](=O)[O-])cc2)CC1c1ccccc1Cl (stereo not drawn)	-8%[76.3 µM]
COc1ccc(NC(=O)c2cccc(N3C(=O)c4cccc([N+](=O)[O-])c4C3=O)c2)cc1	0%[76.3 µM]
O=S(=O)(NCCSc1nnnn1-c1ccccc1)c1ccc(F)cc1	10%[76.3 µM]
COc1ccc(Cl)cc1NC(=O)N1CC(=O)Nc2sc3c(c2C1c1ccccc1)CCCC3 (stereo not drawn)	6%[76.3 µM]
Cc1ccc(-c2nc(CS(=O)CC(=O)NCc3ccco3)c(C)o2)cc1 (stereo not drawn)	13%[76.3 µM]
Cc1ccccc1-c1nnc(SCC(=O)N2CCCCC2)o1	14%[76.3 µM]
CC(C)CC(=O)Nc1nnc(S(=O)(=O)Nc2ccccc2)s1	-5%
CC(C)c1ccc2nc(SCC(=O)NCC3CCCO3)c(C#N)cc2c1 (stereo not drawn)	-4%[76.3 µM]
Cc1oncc1C(=O)Nc1cccc(C#N)c1	-8%[76.3 µM]
Cc1cc2c(cc1S(=O)(=O)Nc1cccc(C)c1C)OCC(=O)N2	15%[76.3 µM]
CCOC(=O)c1ccc(NC(=O)CN2C(=O)c3cccnc3Oc3ccc(Cl)cc32)cc1	5%[76.3 µM]
Nc1ccc(Oc2ncccn2)c(Cl)c1	-3%
CC(C)(C)c1ccc(/C=N/NC(=O)C[n+]2ccccc2)cc1	2%
CCCN1C(=O)C2(c3ccccc31)c1c(oc3ccc(F)cc3c1=O)C(=O)N2CCCOC(C)C (stereo not drawn)	-6%[76.3 µM]
Cn1c(=O)c2sc3c(c2n(CC(=O)Nc2ccccc2)c1=O)COC(C)(C)C3	1%[76.3 µM]
COc1cc2ccccc2cc1C(=O)Nc1ccc(N2CCOCC2)cc1	5%
COc1ccc(Cl)cc1NC(=O)CSc1nc(-c2ccccc2)c2ccccc2n1	?
CCCc1[nH]c2ccc(C#N)cc2c1CCC	-17%[76.3 µM]
O=C(Nc1ccc2nc(SCC(=O)N3CCOCC3)sc2c1)c1ccc(Cl)cc1	8%[76.3 µM]
C=CCn1c(SCC(=O)Nc2ccc(Cl)cn2)nnc1C1CC1	-2%[76.3 µM]

Already shown: 16 of the compounds above.
SMILES	GAA glycogen
COc1ccc(NC(=O)c2cccc(N3C(=O)c4cccc([N+](=O)[O-])c4C3=O)c2)cc1	0%[76.3 µM]
O=S(=O)(NCCSc1nnnn1-c1ccccc1)c1ccc(F)cc1	10%[76.3 µM]
COc1ccc(Cl)cc1NC(=O)N1CC(=O)Nc2sc3c(c2C1c1ccccc1)CCCC3 (stereo not drawn)	6%[76.3 µM]
Cc1ccc(-c2nc(CS(=O)CC(=O)NCc3ccco3)c(C)o2)cc1 (stereo not drawn)	13%[76.3 µM]
Cc1ccccc1-c1nnc(SCC(=O)N2CCCCC2)o1	14%[76.3 µM]
CC(C)CC(=O)Nc1nnc(S(=O)(=O)Nc2ccccc2)s1	-5%
CC(C)c1ccc2nc(SCC(=O)NCC3CCCO3)c(C#N)cc2c1 (stereo not drawn)	-4%[76.3 µM]
Cc1oncc1C(=O)Nc1cccc(C#N)c1	-8%[76.3 µM]
Cc1cc2c(cc1S(=O)(=O)Nc1cccc(C)c1C)OCC(=O)N2	15%[76.3 µM]
CCOC(=O)c1ccc(NC(=O)CN2C(=O)c3cccnc3Oc3ccc(Cl)cc32)cc1	5%[76.3 µM]
Nc1ccc(Oc2ncccn2)c(Cl)c1	-3%
CC(C)(C)c1ccc(/C=N/NC(=O)C[n+]2ccccc2)cc1	2%
CCCN1C(=O)C2(c3ccccc31)c1c(oc3ccc(F)cc3c1=O)C(=O)N2CCCOC(C)C (stereo not drawn)	-6%[76.3 µM]
Cn1c(=O)c2sc3c(c2n(CC(=O)Nc2ccccc2)c1=O)COC(C)(C)C3	1%[76.3 µM]
COc1cc2ccccc2cc1C(=O)Nc1ccc(N2CCOCC2)cc1	5%
COc1ccc(Cl)cc1NC(=O)CSc1nc(-c2ccccc2)c2ccccc2n1	?

New compounds follow:
SMILES	GAA glycogen
Cc1ccc(C(=O)Nc2ccc3ncccc3c2)cc1	1%
CCOC(=O)c1cccc(NC(=O)C(CC(C)C)N2Cc3ccccc3C2=O)c1 (stereo not drawn)	-10%[76.3 µM]
COCCCn1c(=N)c(C(=O)NCC2CCCO2)cc2c(=O)n3cc(C)ccc3nc21 (stereo not drawn)	-8%[76.3 µM]
O=C(Nc1cccc2cccnc12)c1ccc(Cl)cc1	?
CCOc1ccc(CCNC(=O)CCNC(=O)c2ccc(Br)cc2)cc1OCC	-5%[76.3 µM]
O=C(Cn1c(=O)nc(-c2ccccc2)c2cc(Cl)ccc21)Nc1ccc(F)c(Cl)c1	8%[76.3 µM]
C=C1C(=O)O[C@H]2[C@H]1[C@@H](O)CC(=C)[C@@H]1CC(=O)[C@@H](C)[C@H]21	-1%
O=C1c2ccccc2C2(c3ccccc3)N1CCN2C(=O)C(Cl)(Cl)Cl (stereo not drawn)	1%
CC(=O)c1ccc(NC(=O)CN2C(=O)CCc3ccccc32)cc1	10%[76.3 µM]
COc1ccc(S(=O)(=O)N2CCN(c3ccc(Cl)c(Cl)c3)CC2)c2ccccc12	5%[76.3 µM]
CSc1ccc(CNC(=O)C2Cc3cc(S(=O)(=O)N4CCCCC4)ccc3N2C(C)=O)cc1 (stereo not drawn)	1%[76.3 µM]
O=C(OCc1ccc([N+](=O)[O-])cc1)c1cnc(Cl)c(Cl)c1	4%
COc1ccc(C(CNC(=O)c2oc3cc(C)c(C)cc3c2C)N2CCCCC2)cc1 (stereo not drawn)	-1%&-1%[76.3 µM]
CC(C)(C)c1ccc(-n2ncc3c2CCCC3NC(=O)CCCn2cncn2)cc1 (stereo not drawn)	?
O=C(NC1CCCC1)C(c1ccncc1)N(C(=O)c1csnn1)c1cccc(F)c1 (stereo not drawn)	2%
CCSc1ncc(Cl)c(C(=O)Nc2ccc(S(=O)(=O)Nc3nccc(C)n3)cc2)n1	0%[76.3 µM]
NS(=O)(=O)c1ccc(CCNc2ccc(C(F)(F)F)cn2)cc1	1%
COc1cccc(CNC(=O)CCc2ccc(OC)c(OC)c2)c1	-5%
N#Cc1ccccc1COC(=O)c1cc(=O)c2ccccc2o1	10%[76.3 µM]
CC(NS(=O)(=O)c1ccc(Br)cc1)C(=O)NCC1CCCO1 (stereo not drawn)	7%
CCOc1ccc(CN2C(=O)c3ccccc3Sc3ccc(C(=O)NCCCN4CCOCC4)cc32)cc1	-15%[76.3 µM]
Cc1ccc(S(=O)(=O)N2CCC(C(=O)NC3CC3)CC2)cc1	2%
O=c1c2sccc2n(Cc2cc(=O)n3ccccc3n2)c(=O)n1-c1cccc(C(F)(F)F)c1	-4%[76.3 µM]
COc1cccc(NC(=O)Cn2c(=O)n(-c3ccc(CC(=O)NCC4CCCO4)cc3)c(=O)c3ccccc32)c1 (stereo not drawn)	15%[76.3 µM]
Cc1ccc(CN2CCSc3ccc(C(=O)NCc4ccc(OC(C)C)cc4)cc32)cc1	-6%[76.3 µM]
Cc1ccc(CNC(=O)c2cc3sc(Cl)cc3n2C)cc1	-7%[76.3 µM]
COc1ccccc1CN1CCNC(=O)C1CC(=O)NCC1CCOCC1 (stereo not drawn)	-4%[76.3 µM]
CCCCn1c(CNC(=O)c2ccc(OC)cc2)nnc1SCC(=O)Nc1ccc(OC)cc1	11%[76.3 µM]
N#C/C(=C\c1ccccc1O)C(=O)Nc1ccccn1	8%
Cc1cccc(N2CCN(C(=O)Cn3ncc4c3-c3ccccc3OC4)CC2)c1C	-11%[76.3 µM]
O=C(NCCN1CCOCC1)/C(=C/c1ccc(Cl)cc1)NC(=O)c1ccccc1	-3%
CCn1c(CC(=O)Nc2ccc(F)cc2)nnc1SCC(=O)Nc1nncs1	13%
COc1ccc(-c2cc(C(F)(F)F)nc(NCCc3ccccc3)n2)cc1	-11%[76.3 µM]
O=C(c1ccc2c(c1)N(Cc1c(F)cccc1Cl)C(=O)c1ccccc1S2)N1CCOCC1	1%[76.3 µM]
Cc1ccc2c(c1)c1nnc(SCC(=O)NC3CC3)nc1n2C	-4%[76.3 µM]
COc1ccc(NC(=O)C(=O)NCC(=O)Nc2cc(OC)ccc2OC)cc1	-10%[76.3 µM]
O=C(NCC1CCCO1)c1ccc2c(c1)N(Cc1ccc(F)cc1)CCS2 (stereo not drawn)	-2%[76.3 µM]
CCOc1ccc(CNC(=O)CCc2cn(CC)c3ccccc23)cc1	15%[76.3 µM]
COc1ccc2nc(NC(=O)c3ccco3)sc2c1	-5%
COc1ccccc1P(=O)(c1ccccc1)c1ccc([N+](=O)[O-])cc1 (stereo not drawn)	5%
CN(C)c1ccc(CN(C(=O)c2ccccc2Br)C2CCS(=O)(=O)C2)cc1 (stereo not drawn)	?
CC(C)CCOc1ccc(C(=O)NCC(c2ccco2)N(C)C)cc1 (stereo not drawn)	6%
COCCN=C1N[C@@H](c2ccccc2)C(C(=O)OC)=C(C)N1Cc1ccccc1	-8%&-10%[76.3 µM]
CCOC(=O)C1CCCN(S(=O)(=O)c2ccc3c(c2)C(C)(C)C(=O)N3C)C1 (stereo not drawn)	17%[76.3 µM]
Cn1c(=O)oc2cc(S(=O)(=O)N3CCC(C(=O)N4CCN(c5ccc(F)cc5)CC4)CC3)ccc21	-14%[76.3 µM]
CCc1ccc(-c2nc(CN3CCC(C(=O)NCCc4ccc(C)cc4)CC3)c(C)o2)cc1	11%[76.3 µM]
O=C(NNC(=O)c1ccc2ccccc2c1O)NC1CCCCC1	1%[76.3 µM]
CCC1(c2ccc(F)cc2)NC(=O)N(CC(=O)NCc2ccc(C)cc2)C1=O (stereo not drawn)	-1%
CCN(CCCNC(=O)c1cc2c(=O)n(CC)c3ccccc3c2s1)c1ccccc1	9%[76.3 µM]
COc1ccc(CNC(=O)c2ccc(Cn3cc(Cl)cn3)o2)cc1	-2%
Carrying on:
SMILES	GAA glycogen
Cc1cccc2nc(-c3ccc(Cl)s3)c(Nc3ccc4c(c3)OCCO4)n12	7.9µM*
COc1ccc(N2C(=O)N3[C@H](c4ccc(Cl)cc4)[C@@H]4C(=O)N(C5CCCCC5)C(=O)[C@@H]4[C@]3(C)C2=O)cc1	-12%[76.3 µM]
CCC(Cc1ccccc1)NC(=O)c1ccc2nc(N3CCC(C)CC3)sc2c1 (stereo not drawn)	-14%[76.3 µM]
Cc1ccc(-c2nnc(Nc3ccc(OCC(N)=O)cc3)c3ccccc23)cc1S(=O)(=O)NCC1CCCO1 (stereo not drawn)	4%[76.3 µM]
CN(CC(=O)Nc1ccc(Cl)c(C(F)(F)F)c1)C(=O)Cc1cccs1	-2%[76.3 µM]
COc1cc(CN2CCNC(=O)C2CC(=O)N(C)CCCN2CCOCC2)cc(OC)c1 (stereo not drawn)	1%[76.3 µM]
CC(C)(C)c1ccc(-n2ncc3c2CCCC3NC(=O)CN2CCOC2=O)cc1 (stereo not drawn)	0%[76.3 µM]
COc1ccccc1NC(=O)C1CCCN(C(=O)NCc2ccccc2)C1 (stereo not drawn)	3%

Screens: PubChem BioAssay, National Center for Advancing Translational Sciences (NCATS)
